# IMP-1 inh – inhibitors of Pseudomonas aeruginosa IMP-1 metallo-beta-lactamase | purified IMP-1, nitrocefin hydrolysis, epi-absorbance fluorescence | inhibition, % at 5.6 µM | actives 0.45% (n = 290,000) | AID 1556;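 active = inhibition above the mean plus 3 SD of all compounds in the same screening run, cut at about 4.5% in these data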;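 note: 0% = IMP-1 with DMSO and 100% = DMSO wells lacking enzyme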
#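 Assay system: purified IMP-1; Quantity: IMP-1 0.2 nM before substrate addition; Medium: HEPES buffer pH 7.1 with ZnSO4 and Brij 35; Incubation: 15 min enzyme–compound preincubation, then 25 min nitrocefin reaction, 25 °C; Signal: fluorescence quenching readout, ex 480/em 530 nm; Controls: DMSO with and without IMP-1; Repeats: singlicate testing.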
# GPR7 antagonist – blocks human GPR7 receptor signaling. GPR7-expressing cells, fluorescence antagonist assay. actives 1.1% (n = 290,000). inhibition, % at 4.4 µM. P48145; in the data active = inhibition above about 16%, passing the limit was not always enough;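 note: cells stimulated with the agonist NPW; 0% = agonist with vehicle and 100% = vehicle without agonist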
# Target sequence (P48145 whole entry, looked up): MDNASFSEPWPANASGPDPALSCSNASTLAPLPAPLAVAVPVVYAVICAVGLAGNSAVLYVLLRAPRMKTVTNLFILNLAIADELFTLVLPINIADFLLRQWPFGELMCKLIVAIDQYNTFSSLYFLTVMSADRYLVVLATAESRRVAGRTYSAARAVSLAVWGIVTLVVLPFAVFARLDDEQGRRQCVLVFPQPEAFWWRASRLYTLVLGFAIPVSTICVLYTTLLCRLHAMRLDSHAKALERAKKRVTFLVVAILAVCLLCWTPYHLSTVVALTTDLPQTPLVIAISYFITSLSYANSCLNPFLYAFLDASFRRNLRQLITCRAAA
# PHOSPHO1 inh – blocks human PHOSPHO1 phosphatase activity; inhibition, % at 13.3 µM; recombinant PHOSPHO1, absorbance phosphatase assay; actives 1.1% (n = 290,000); Q8TCT1; AID 1565; in the data active = inhibition above about 60%
# Target sequence (Q8TCT1 whole entry, looked up): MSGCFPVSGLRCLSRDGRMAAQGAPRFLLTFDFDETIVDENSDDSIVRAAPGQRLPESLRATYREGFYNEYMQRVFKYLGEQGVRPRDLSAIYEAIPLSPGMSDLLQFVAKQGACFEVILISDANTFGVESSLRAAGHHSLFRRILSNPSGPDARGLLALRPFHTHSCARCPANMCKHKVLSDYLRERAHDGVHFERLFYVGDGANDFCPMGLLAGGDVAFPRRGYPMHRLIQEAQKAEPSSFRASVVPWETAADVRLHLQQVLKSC
# NALP1 inh – blocks the NALP1 inflammasome reconstituted in yeast; S. cerevisiae NALP1/ASC/caspase-1 growth, X-gal OD620, 72 h; actives 0.61% (n = 280,000); inhibition, % at 10 µM; in the data active = inhibition mostly above about 24%, no sharp cut-off; inactive = mostly below about 32%; note: some compounds called inactive have numbers as strong as hits
# IDE cell activ – IDE (human) activation, cell-based; P14735; HEK cells, FAbeta-B cleavage, fluorescence polarization; 0% vehicle, 100% cell-free pure enzyme wells; activation, % at 5.96 µM; actives 0.073% (n = 340,000);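 active = activation above the mean of all tested compounds plus 3 SD, set per screening campaign, cut at about 17% in these data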
# IDE cell inh – inhibits human insulin-degrading enzyme in HEK cells. P14735. FAbetaB cleavage, fluorescence polarization. inhibition, % at 5.59 µM. actives 0.41% (n = 320,000). AID 434962;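 active = percent inhibition above the average of all tested compounds plus 3 SD, set per screening campaign, cut at about 16% in these data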;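 note: IDE supplied by intact live HEK cells; FP after avidin binding of uncleaved biotin substrate so inhibition keeps polarization high; 0% = DMSO wells and 100% = 60 µM reference IDE inhibitor Ii1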
# VIM-2 inh – inhibitors of Pseudomonas aeruginosa VIM-2 metallo-beta-lactamase; purified VIM-2, nitrocefin hydrolysis, epi-absorbance fluorescence; inhibition, % at 5.6 µM; actives 0.89% (n = 290,000); AID 1527;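 active = inhibition above the mean of all tested compounds plus 3 SD, cutoff set per screening run, cut at about 7.5% in these data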;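 note: red hydrolysis product quenches plate fluorescence so inhibitors raise well fluorescence; 0% = enzyme with DMSO and 100% = DMSO without enzyme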
# p-CIP stab down – lowers stability of the mouse p/CIP coactivator protein. AID 1984. F442A p/CIP-EGFP cells, EGFP fluorescence, 16 h. decrease of EGFP signal, % at 10 µM. actives 0.01% (n = 290,000). Q05BA5;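 active = EGFP signal decrease of at least 30% at 10 µM or well 3 SD below plate mean, unless failing retest; inactive = the rest, including hits failing retest or dose response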; note: some compounds called inactive have numbers as strong as hits; many of its hits are not listed in these tables
# M18AAP inhibitor – PfM18AAP enzyme inhibition; recombinant PfM18AAP, H-Glu-NHMec fluorogenic cleavage; inhibition, % at 7.35 µM; actives 1.2% (n = 290,000);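 active = inhibition above the campaign mean inhibition over all tested compounds plus 3 SD, cut at about 28% in these data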;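 note: 0% = plate median of test compound wells and 100% = 2 mM ZnCl2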
# The depositor's hits bear a star; / = not tested or not shown.
# Every second line gives: IMP-1 inh	GPR7 antagonist	PHOSPHO1 inh	NALP1 inh	IDE cell activ	IDE cell inh	VIM-2 inh	p-CIP stab down	M18AAP inhibitor
> CCOC(=O)C1CCCN(CCC(=O)Nc2cccc(Cl)c2C)C1 (centres undefined)
    -4.2	-20.4	14.9	11.9	5.5	0.1	-1.9	-8.5	1.7
> O=C(NCCN1CCN(C(=O)C(c2ccccc2)c2ccccc2)CC1)C(=O)Nc1ccccc1
    -2.9	5.7	21.5	1.3	3.2	2.8	-2.4	0.9	-19.9
> CN1Cc2ccccc2CC1CNCc1c(C(=O)N2CCCC2)nc2ccccn12 (centres undefined)
    -3.4	-9.2	-10.7	6.4	2.7	-0.7	-1.4	-2.9	-1.7
> COc1ccc(/C=C(/NC(=O)c2cccs2)C(=O)Nc2ccc(C)cc2)cc1OC
    -0.9	-5.7	2.3	38.7	1.3	3.9	-0.5	-4.6	-1.5
> CC(=O)c1c(C)[nH]c(C(=O)OCCCCN2C(=O)c3ccccc3C2=O)c1C
    -1.8	10.1	29.6	2.4	-1.2	0.9	-0.9	-10.1	-6.5
> CC(C)(C)N=Cc1c(O)ccc2oc3c(c12)CCCC3
    19.4*	-17.5	24.2	12.2	0.1	-1.0	4.2	-4.9	32.9*
> CN(C)CCCn1c(N)c(C#N)c2nc(C#N)c(C#N)nc21
    -1.1	1.5	10.4	25.1	-6.2	7.7	4.5	-2.1	11.7
> c1ccc(-c2nc3ccccc3[nH]2)nc1
    -2.8	-2.9	9.5	22.9	-2.4	6.2	-2.5	-4.8	-8.5
> CCc1ccc(C2CC(c3cccc(Cl)c3)n3nc(N)nc3N2)cc1 (centres undefined)
    -2.9	0.2	-0.6	21.6	-2.6	2.7	-2.7	-15.2	5.0
> COc1ccc2c(C)c(Cl)c(=O)oc2c1
    -7.2	-5.1	-27.7	-11.8	-4.2	0.7	1.1	-5.8	2.3
> COc1ccc(-c2nc(N)ncc2-c2ccc(Cl)cc2)c(O)c1
    -2.1	3.1	-12.2	-9.1	6.2	5.4	0.9	4.9	-3.1
> Cc1cccc(NC(=S)NCC(c2cccnc2)N2CCOCC2)c1 (centres undefined)
    -1.0	0.2	-11.7	27.2	7.5	6.6	-1.1	7.5	-5.2
> COc1ccc(S(=O)(=O)Nc2cccc(SC)c2)cc1C(=O)N1CCOCC1
    1.6	-7.7	44.9	-13.8	2.5	-4.0	-4.2	-8.4	2.8
> O=C1c2ccccc2C(=O)c2c(Nc3ccc(CCO)cc3)ccc(O)c21
    -1.8	3.2	33.4	32.9	-1.4	-2.0	0.8	10.3	-7.0
> CC(=O)Nc1ccc(NC2=CC(=O)c3ccccc3C2=O)cc1
    -4.5	-2.1	/	6.5	-0.4	6.2	-2.4	1.0	-2.2
> Cc1ccc2nc(-c3ccc(NC(=S)NCCC(C)C)cc3)sc2c1
    -3.1	5.8	/	/	2.4	3.4	-3.5	/	-9.3
> CCN(CC)S(=O)(=O)c1ccc(/C=C/C(=O)OCC(=O)N(C)C)cc1
    -2.5	-4.8	5.6	-1.3	7.0	0.2	-1.8	-1.6	-0.8
> O=C(NCC1CCCO1)C1CCCN1C(=O)NC1CCCCC1 (centres undefined)
    -2.5	-11.9	-0.3	-3.7	3.4	0.2	-1.4	-1.5	9.7
> Cc1cc(C)c2nc(SCCc3ccccc3)nc(C)c2c1
    0.6	-8.0	1.7	3.8	6.1	-0.9	-1.6	-3.4	3.6
> CCCc1cc(=O)[nH]c(SCC(=O)Nc2sc3c(c2C#N)CCCC3)n1
    -2.1	1.6	0.4	9.4	5.4	7.7	-2.4	4.2	-6.6
> Cn1c(Cn2c(=O)sc3ccccc32)nnc1SCC(=O)NCc1ccccc1
    0.2	-4.8	-19.2	-60.8	4.0	1.2	-1.1	-16.9	-4.4
> Cc1cc(NC(=O)c2cccc(S(=O)(=O)N3CC(c4ccccc4)CC3=O)c2)no1 (centres undefined)
    -4.0	-0.8	-10.0	39.8	1.2	-1.9	-3.1	-11.8	-3.4
> COc1ccc(N2CCN(C(=O)C3CCCN(S(=O)(=O)c4ccc5c(c4)oc(=O)n5C)C3)CC2)cc1 (centres undefined)
    -5.3	-7.0	18.1	6.6	0.0	3.5	-1.7	0.2	-2.2
> Cc1cccc(OCc2nnc(SCC(=O)N3CC(=O)Nc4ccccc43)o2)c1
    -3.9	-13.1	1.8	14.0	3.8	1.2	-2.9	4.6	9.2
> C/C(=C/c1ccccc1)C(=O)N1CCN(c2ccccc2)CC1
    -2.6	12.7	24.1	19.6	0.4	-2.2	-1.8	-7.1	-21.9
> COc1ccc(CCNC(=O)C2CCN(C(=O)c3ccc([N+](=O)[O-])cc3)CC2)cc1
    -1.9	4.5	37.0	-18.5	4.0	-0.9	-2.5	2.2	-6.6
> O=C(NCC1COCCO1)c1cc(COc2ccc(F)cc2F)on1 (centres undefined)
    -1.9	2.9	37.0	14.7	-0.2	2.2	-0.9	-5.4	-11.6
> COc1ccc(OC)c(/C(O)=C/C(=O)C(=O)Nc2cc(C)cc(C)c2)c1
    -2.1	9.1	-3.2	-0.7	4.7	1.1	-0.8	10.2	10.1
> CCCn1c(SCC(=O)N2CCN(CC)CC2)nc2c1c(=O)n(C)c(=O)n2C
    -0.8	-2.8	17.4	20.4	-2.7	-6.4	52.2*	-20.9	-15.5
> CCN(CC(=O)Nc1ccc(C)c(F)c1)CC(=O)NC(C)(C)C
    -2.5	-15.7	45.6	2.5	0.6	-0.4	-2.2	-1.6	-0.6

# M18AAP inhibitor, what is marked active above
# Every second line gives: IMP-1 inh	GPR7 antagonist	PHOSPHO1 inh	NALP1 inh	IDE cell activ	IDE cell inh	VIM-2 inh	p-CIP stab down	M18AAP inhibitor
> CC(C)(C)N=Cc1c(O)ccc2oc3c(c12)CCCC3
    19.4*	-17.5	24.2	12.2	0.1	-1.0	4.2	-4.9	32.9*

# 2 compounds picked at random from those above, as already listed:
# Every second line gives: IMP-1 inh	GPR7 antagonist	PHOSPHO1 inh	NALP1 inh	IDE cell activ	IDE cell inh	VIM-2 inh	p-CIP stab down	M18AAP inhibitor
> CN1Cc2ccccc2CC1CNCc1c(C(=O)N2CCCC2)nc2ccccn12 (centres undefined)
    -3.4	-9.2	-10.7	6.4	2.7	-0.7	-1.4	-2.9	-1.7
> CCN(CC(=O)Nc1ccc(C)c(F)c1)CC(=O)NC(C)(C)C
    -2.5	-15.7	45.6	2.5	0.6	-0.4	-2.2	-1.6	-0.6

# The list continues.
# Every second line gives: IMP-1 inh	GPR7 antagonist	PHOSPHO1 inh	NALP1 inh	IDE cell activ	IDE cell inh	VIM-2 inh	p-CIP stab down	M18AAP inhibitor
> CCOC(=O)C1(Cc2cccc(OC)c2)CCN(CC(O)CO)CC1 (centres undefined)
    -2.8	6.6	6.2	-6.3	7.6	-2.9	-1.5	9.5	-5.6
> COc1ccc(OC)c(C2Nc3nc4ccccc4n3C(C)=C2C(=O)Nc2ccc(C)cc2C)c1 (centres undefined)
    -3.6	-13.3	10.1	-11.9	3.8	0.8	-3.3	-6.0	-0.7
> O=C(c1cc2c(s1)-c1ccccc1OC2)N1CCCC1
    -2.4	-0.8	5.1	2.6	-1.2	5.2	-1.7	-5.9	3.2
> CCOc1ccc(N(CC(=O)Nc2ccccc2C(=O)NC(C)CC)S(C)(=O)=O)cc1 (centres undefined)
    -2.6	-4.4	-5.8	23.1	1.7	-3.0	-6.5	-3.7	2.4
> C=CCNC(=O)CSc1nnc(C(CC)N(C)C)n1C1CCCCC1 (centres undefined)
    -1.1	-3.7	14.7	7.6	-2.1	3.1	2.6	1.9	-0.8
> CCOc1cc(C=O)ccc1OCC(=O)N1CCCC1
    -2.4	-11.2	40.7	0.3	3.7	0.3	-3.5	-31.7	0.1
> COC(=O)c1ccc(C(=O)OC)c(NC(=S)N2CCN(c3cccc(Cl)c3)CC2)c1
    -5.0	-5.7	-9.3	23.7	0.4	4.0	-3.2	3.6	-11.0
> COc1ccc(Cl)cc1-c1nc(-c2ccc(NC(=O)c3ccncc3)cc2)no1
    -4.1	-13.5	/	/	-2.6	3.4	-0.3	/	4.3
> COc1ccc(Nc2ncnc3c2oc2ccccc23)cc1
    2.0	-6.5	25.2	-5.5	1.2	2.2	1.7	9.6	-11.0
> Cc1ccc(NC(=S)N/N=C/c2ccc(OCCC(C)C)cc2)c(C)c1
    -7.6	-3.5	23.3	-5.5	-1.5	-2.5	-5.4	-0.7	-10.2
> COc1cccc(OCC(=O)O/N=C(\N)c2ccc(OC)c(OC)c2)c1
    0.0	-1.8	8.2	17.2	2.4	2.4	-0.9	-3.2	-6.8
> Cc1ccc(NC(=O)c2cc3ccccc3cc2O)cc1
    -3.0	0.2	17.9	-13.1	-4.9	6.3	-2.7	-0.1	7.9
> O=C(OCc1c(F)cccc1Cl)c1cnccn1
    -1.3	-6.7	0.1	33.2	4.7	-1.7	0.3	10.6	-2.6
> COc1ccc(N(C)S(=O)(=O)c2c(C)[nH]c(=O)[nH]c2=O)cc1
    -2.2	-4.3	-11.4	-2.3	2.1	-0.4	-1.6	0.7	10.0
> COc1ccc(C)cc1S(=O)(=O)N(C)CC(=O)N1CCC(C(N)=O)CC1
    -2.0	-9.5	54.3	6.1	-7.7	3.2	-2.9	-5.2	3.2
> CCC(C(=O)Nc1ccc(C(C)C)cc1)c1ccccc1 (centres undefined)
    -4.7	55.6*	-15.8	-1.7	-0.3	-3.5	-2.8	-9.4	0.3
> O=C(c1ccc(CS(=O)(=O)c2c(Cl)cccc2Cl)o1)N1CCN(c2ccccn2)CC1
    -3.1	1.3	4.7	-5.6	-1.8	2.7	-2.8	-18.4	2.1
> N=C1c2ccccc2CN1NC(=O)c1cccc(S(=O)(=O)N2CCCC2)c1
    1.9	4.2	3.4	32.2	2.8	-0.1	-1.7	-6.7	2.0
> CCN1C/C(=C\c2cccc(C)c2)c2nc3ccccc3c(C(=O)O)c2C1
    -2.0	-11.5	-72.2	5.4	/	/	-3.3	-26.5	-4.5
> O=C(c1ccccc1)N1N=C(c2ccccc2)CC1c1ccccc1O (centres undefined)
    -1.9	-22.1	13.1	-3.7	-0.7	0.2	-1.8	-10.5	-5.8
> CC(Oc1ccccc1)C(=O)Nc1cccc(F)c1 (centres undefined)
    -1.6	12.7	10.0	3.8	6.1	3.9	-0.7	7.9	-0.4
> O=C(CC1Oc2ccccc2NC1=O)NC1CC1 (centres undefined)
    -4.3	-12.0	24.0	-32.6	-0.4	-0.1	-1.3	-14.6	9.1
> CCOC(=O)c1cn2nc(Oc3ccc(C(=O)OC)cc3)ccc2n1
    -0.6	-0.5	37.4	0.5	2.1	2.6	-1.2	-4.7	-5.4
> CC(=O)NC(=S)Nc1cccc([N+](=O)[O-])c1
    -1.9	-14.4	15.3	-4.6	3.8	1.8	-1.9	-17.6	1.6
> CC(=O)Nc1ccc(C2NC(=S)N(c3ccccc3C(F)(F)F)C(C)=C2C(=O)N2CCOCC2)cc1 (centres undefined)
    -2.8	-20.1	24.1	-2.4	3.7	1.6	-0.9	-7.3	4.0
> CCOC(=O)c1nnn2c1nc(N(CC)CC)c1ccccc12
    -0.3	-2.1	42.1	2.9	-4.2	10.6	5.4	-2.9	-16.8

# Screens as filed in PubChem.

# Rows were taken by chance; any-hit rate near 5.3%.
